Screening results from PubChem.
DYRK1A inh – rat Dyrk1A kinase inhibitors, primary screen, biochemical, single point, plate reader. ADP-Glo luminescence, NFATc1 peptide. inhibition, % at 12.5 µM. hit rate 0.43% among 310,000. AID 504441, 2011; in the data active = inhibition above about 50%;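 also: plate controls were vehicle with enzyme for no effect and no enzyme for full effect; many of its hits are not listed in these tables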
PolyA inhibitor – polyadenylation inhibitors in yeast reporter cells, primary screen, luminescence, S. cerevisiae; S. cerevisiae SKY197-pL101 polyadenylation reporter, beta-gal luminescence; efflux-impaired pdr1/pdr3 knockout yeast; score 100 = 6 SD above DMSO; calls only at 12 µM; hit rate 0.02% among 300,000;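 active = lowest replicate activity score at least 50, where 100 means six control SD above control mean; inconclusive = lowest score under 50 but half or more replicates reach 50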;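 also: yeast exposed to compound for 9 h at 30 °C; higher score means more reporter readthrough which indicates perturbed polyadenylation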
AI-2 QS mod – Vibrio harveyi AI-2 quorum sensing modulators, primary screen, JMH597 strain, luminescence/OD600 ratio. Vibrio harveyi JMH597 AI-2 luminescence/OD600 ratio, 9 h; hits give low values; strain lacks LuxN and CqsS sensors; 0 = neutral-control median. activity change, % at 7.5 µM. hit rate 0.4% among 300,000. AID 2094, 2009; in the data active = activity change below about -75%, passing the limit was not always enough; inconclusive = no clear call, values can overlap the other calls;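 also: luminescence divided by OD600 gain over 9 h not by final OD600 alone; inactives centre near 13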
GSK3A inh – blockers of GSK3A enzyme activity – biochemical, luminescence, cell-free homogeneous, HTS, primary screen | Glycogen synthase kinase-3 alpha (Homo sapiens), P49840 | GSK-3 alpha kinase, ADP-Glo luminescence, 60 min | inhibition, % at 10 µM | hit rate 0.1% among 320,000 | AID 2650, 2010;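 in the data active = inhibition above about 50%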;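 also: GST-tagged GSK-3 alpha with peptide substrate and 25 µM ATP; 0% = DMSO neutral wells and 100% = GW8510 positive control wells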
Target sequence (P49840 whole entry, looked up): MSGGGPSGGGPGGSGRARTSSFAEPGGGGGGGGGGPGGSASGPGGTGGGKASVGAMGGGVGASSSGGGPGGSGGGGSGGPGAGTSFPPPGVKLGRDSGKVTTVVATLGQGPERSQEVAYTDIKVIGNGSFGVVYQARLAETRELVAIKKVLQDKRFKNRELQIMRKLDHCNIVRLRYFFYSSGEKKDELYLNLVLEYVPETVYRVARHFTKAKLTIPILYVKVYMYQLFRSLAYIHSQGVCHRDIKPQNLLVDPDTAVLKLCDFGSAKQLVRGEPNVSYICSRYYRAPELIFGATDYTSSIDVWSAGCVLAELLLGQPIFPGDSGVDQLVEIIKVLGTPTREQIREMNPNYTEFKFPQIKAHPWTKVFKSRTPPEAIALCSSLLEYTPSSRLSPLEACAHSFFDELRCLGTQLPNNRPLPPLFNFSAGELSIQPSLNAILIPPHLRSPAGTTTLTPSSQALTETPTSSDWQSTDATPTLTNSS
HSP90 refold inh – HSP90 inhibitors, primary screen, cell lysate, luminescence | Heat shock protein HSP 90 (rabbit reticulocyte lysate; luciferase refolding) | Rabbit reticulocyte lysate, luciferase refolding luminescence, 3 h | inhibition, % at 5.6 µM | hit rate 0.91% among 290,000 | AID 1789, 2009;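 active = inhibition above the screen-wide mean plus 3 SD, computed separately per campaign, cut at about 16% in these data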;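 also: 0% = DMSO wells and 100% = 60 µM geldanamycin wells; inhibitors lower the luminescence because luciferase stays unfolded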
HDAC3 inh – HDAC3 deacetylase inhibitors, primary screen, biochemical, fluorescence, cell-free homogeneous. inhibition, % at 8.3 µM. Histone deacetylase 3 (Homo sapiens), O15379. hit rate 0.15% among 320,000. AID 2718, 2010. recombinant HDAC3, fluorogenic peptide/trypsin coupled; in the data active = inhibition above about 26%, passing the limit was not always enough; inconclusive = no clear call, values can overlap the other calls
Target sequence (O15379 whole entry, looked up): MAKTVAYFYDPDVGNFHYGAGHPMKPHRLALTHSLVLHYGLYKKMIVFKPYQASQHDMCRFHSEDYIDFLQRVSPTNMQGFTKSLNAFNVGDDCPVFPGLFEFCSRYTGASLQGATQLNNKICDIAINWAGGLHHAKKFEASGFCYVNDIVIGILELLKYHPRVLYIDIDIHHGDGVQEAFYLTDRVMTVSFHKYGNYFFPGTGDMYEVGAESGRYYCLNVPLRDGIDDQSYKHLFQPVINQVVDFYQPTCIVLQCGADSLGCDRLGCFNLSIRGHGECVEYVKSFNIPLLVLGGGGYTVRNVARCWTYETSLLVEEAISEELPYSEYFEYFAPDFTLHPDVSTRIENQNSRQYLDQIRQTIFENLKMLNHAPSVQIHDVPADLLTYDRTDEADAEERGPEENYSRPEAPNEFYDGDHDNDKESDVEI
HSF-1 act – HSF-1 activators, primary screen, NIH3T3-HGL cells, MG132 stress, luminescence, single point; hit rate 1.7% among 300,000; activation, % at 9 µM; NIH3T3-HGL HSF-1 luciferase reporter, 8 h; 100% = twice DMSO control signal;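 active = mean replicate activation of at least 50% with a set share of replicates each reaching 50%; inconclusive = only one of those two conditions met; inactive = mean below 50% and too few replicates reaching it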;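 also: 0% = median of the neutral control wells and 100% = twice that signal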
GSK3beta inhib – human GSK3beta kinase inhibitors, primary screen, biochemical, cell-free homogeneous, HTS; Glycogen synthase kinase-3 beta (Homo sapiens), P49841; GST-GSK3beta kinase, ADP-Glo luminescence, 60 min; hits give low values; activity score (negative = inhibition), % at 10 µM; hit rate 0.038% among 300,000; AID 2097, 2009;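 active = more than half of replicate wells score below -50%, meaning over 50% inhibition versus plate controls; inconclusive = some replicates but at most half score below -50%; inactive = no replicate scores below -50%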;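 also: 0% = median DMSO wells and -100% = median GW8510 positive control wells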
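Test system: GST-tagged human GSK3beta kinase, cell-free; evaluation: activity score scaled between in-plate DMSO and GW8510 controls; measured by: ADP-Glo luminescence; incubation: 60 min reaction, RT; benchmarks: DMSO and 20 µM GW8510; reagent: peptide substrate plus 25 µM ATP (final); medium: Tris/MgCl2 kinase buffer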
Platelet DG rel – inhibitors of platelet dense granule secretion, primary screen, cell-based, MLPCN, human platelets. human platelet-rich plasma, SFLLRN dense granule ATP release, luminescence. inhibition, %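 (compounds screened at 7.5 µM in platelet-rich plasma)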. hit rate 0.22% among 300,000. AID 1663, 2009;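 active = mean replicate score, as percent of positive control, at or above 50; inconclusive = mean below 50 but at least one replicate at or above 50; inactive = mean and every replicate below 50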
HSF1 inhib – HSF1 inhibitors in luciferase reporter cells, primary screen, cell-based, NIH3T3, luminescence | NIH3T3-HGL HSE-luciferase, MG132-induced, luminescence 8 h; hits give low values | activity change, negative = inhibition, % at 7.5 µM (by protocol) | hit rate 0.77% among 300,000 | AID 2098, 2009;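 active = more than half of replicate wells show activity change below -50%, luminescence cut by over half; inconclusive = some wells, but at most half, below -50%; inactive = no replicate well below -50%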;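 also: luciferase reports HSF-1 transcriptional activity via heat shock element; 0% = median of DMSO wells and -100% = zero luminescence signal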
Numbers without * were called inactive; i = inactive; ? = inconclusive; · = no result given.

Under each structure – DYRK1A inh	PolyA inhibitor	AI-2 QS mod	GSK3A inh	HSP90 refold inh	HDAC3 inh	HSF-1 act	GSK3beta inhib	Platelet DG rel	HSF1 inhib
[1] N/C(=N\OC(=O)c1ccncc1)c1cccc([N+](=O)[O-])c1
  ·	i	19	0	-3	0	38	-1	-14	-5
[2] CCOc1ccc(CCNC(=O)c2cnccn2)cc1OCC
  9	i	31	-2	3	10	-17	0	3	2
[3] CSCC[C@H](NC(=O)[C@@H]1Cc2ccccc2CN1)C(=O)NC[C@H]1CC[C@H](C(=O)O)CC1
  2	i	6	-1	5	-4	1	-1	-2	-5
[4] Cc1ccc(N2C(=O)CC(Nc3ccccc3)C2=O)cc1 (centres undefined)
  -1	i	13	0	-1	-1	20	-1	8	11
[5] O=C(NC1CC(=O)N(c2cccc(F)c2)C1)N1CCN(C(=O)c2ccco2)CC1 (centres undefined)
  -6	i	9	2	·	-4	-9	-6	7	-2
[6] CC(=O)Nc1ccc(NC2CCCCC2NS(=O)(=O)c2ccccc2)cc1 (centres undefined)
  -1	i	20	1	-2	3	11	-2	-13	-1
[7] COc1ccccc1OCCNC(=O)c1ccc(S(=O)(=O)N(C)C)cc1
  9	i	-6	-4	-1	0	12	1	-2	0
[8] CCN(CC)S(=O)(=O)c1ccc(Cl)c(NC(=O)CSc2cccc[n+]2[O-])c1
  -9	i	-4	-1	1	·	-15	0	-2	1
[9] CCOc1ccccc1N1CC(C(=O)Nc2cccc(S(=O)(=O)N3CCCCC3)c2)CC1=O (centres undefined)
  2	i	9	1	5	0	33	0	4	-1
[10] COc1cccc(OC)c1C(=O)NCC12CC3CC(C1)CC(CNC(=O)c1c(OC)cccc1OC)(C3)C2
  10	i	18	-3	-3	9	5	0	4	1
[11] CCc1cc2c(NCc3ccco3)ncnc2s1
  34	i	14	1	2	2	-6	-3	1	5
[12] CN(c1ccccc1)c1cc(Br)nc(Br)c1
  -3	i	19	1	·	2	5	2	-2	-1
[13] COc1cc(/C=N/NC(=O)C(=O)NCc2ccco2)cc(Br)c1O
  -1	i	17	-3	2	5	-3	-2	-1	-10
[14] CCC(NC(=O)c1[nH]c(C)c(C(C)=O)c1C)c1ccc(Br)cc1 (centres undefined)
  2	i	5	0	4	0	6	1	0	-4
[15] Nn1c(SCc2ccccc2F)nnc1-c1ccncc1
  ·	i	31	1	-2	-2	7	0	-24	1
[16] Cc1cc(C)cc(OCC(=O)OCC(=O)NC2CCCCCCC2)c1
  2	i	17	-5	·	13	-10	1	2	2
[17] CCc1ccc(S(=O)(=O)NC(CC(=O)O)c2ccccc2)cc1 (centres undefined)
  12	i	19	-3	5	-2	-1	0	-1	3
[18] Cn1c(/C=C/c2ccc(Cl)cc2)nc2ccccc2c1=O
  10	i	22	2	-4	0	46	-2	-3	33
[19] CCc1ccc(OC(=O)/C=C/c2ccco2)cc1
  -3	i	-21	-2	-5	8	15	0	3	10
[20] COC(=O)Cc1csc(Nc2ccc(F)c(Cl)c2)n1
  21	i	-12	-2	-2	8	6	-25	0	1
[21] Cc1ccc(C(C)NC(=O)Cc2cccs2)cc1C (centres undefined)
  -2	i	10	1	3	11	9	0	36	2
[22] Cc1nn(-c2ccc(F)cc2)c(Cl)c1/C=C(\CCC(=O)O)c1nc2ccccc2s1
  4	i	31	-2	-1	-12	-3	7	0	-4
[23] Cn1c(CCC(=O)OCC(=O)NCc2ccc3c(c2)OCO3)nc(=O)c2ccccc21
  7	i	15	0	5	4	·	-2	-1	·
[24] CCOC(=O)C(=CNc1cccc(C)n1)C(=O)OCC
  -3	i	19	-2	-1	11	-25	-6	3	-8
[25] COc1cccc(/C=N/N=C(\N)c2nonc2N)c1O
  -4	i	12	-1	-2	-10	22	-6	14	26
[26] COc1ccc(-c2cn3c(C)c(C(=O)Nc4cc(NC(C)=O)ccc4OC)sc3n2)cc1
  -2	i	18	-4	54*	-26	-19	0	-4	-18
[27] CC(Oc1cc2oc(=O)c3c(c2cc1Cl)CCCC3)C(=O)NCc1ccccn1 (centres undefined)
  -7	i	-3	-2	1	1	39	7	-15	12
[28] CC1CCN(C(=O)CCNC(=O)Cn2cnc3sc4c(c3c2=O)CCCC4)CC1
  7	i	30	-3	4	-7	31	1	-1	10
[29] C=CCNC(=O)CCCOc1cc(C)ccc1C
  5	i	-9	3	2	-1	-6	0	-7	2
[30] O=C(O)C1C2CCC(C2)C1C(=O)Nc1cc(F)ccc1F (centres undefined)
  0	i	7	-3	1	2	-14	-3	-3	-3
[31] CCOc1ccccc1NC(=O)CCCNC(=O)c1ccc(Cl)cc1
  2	i	-6	0	6	1	5	-2	7	4
[32] CC(=O)c1ccc(NC(=O)c2ccc3c(Cl)c4c(nc3c2)CCCC4)cc1
  -2	i	0	1	-2	-2	105*	2	1	61
[33] CCc1cc(=O)oc2cc(C)cc(OC(=O)c3ccco3)c12
  12	i	16	0	-3	-1	-14	4	-1	3
[34] COc1ccc(C2CC(=O)C3=C(C2)Nc2ccccc2N(C(C)=O)C3c2ccco2)cc1 (centres undefined)
  -1	i	-15	0	2	2	-2	-1	-22	-2
[35] O=C(CCn1c(=O)c2ccccc2n(Cc2ccccc2)c1=O)NCc1ccc2c(c1)OCO2
  2	i	11	5	4	-5	-13	-1	-5	-6
[36] COc1cc2nc(NC(=O)c3ccc(F)cc3Cl)sc(=O)c2cc1OC
  9	i	20	-1	10	-3	19	0	6	18
[37] COc1ccccc1-c1ccc(Nc2cccc(C(F)(F)F)c2)nn1
  -4	i	18	-1	1	2	19	2	-4	-4
[38] CCCCCC(=O)NNC(=O)Nc1ccccc1
  1	i	27	-1	1	5	1	2	-1	1
[39] CCC1CCC2(CC1)SCC(=O)N2c1ccccc1 (centres undefined)
  ·	i	-5	-2	6	2	?	0	0	30
[40] CCOC(=O)c1c(C)[nH]c(C)c1C(=O)CSc1nc2ccccc2c(=O)n1-c1ccc(C)cc1
  -2	i	21	-2	5	31*	-2	2	-9	0
[41] COC(=O)c1cc2ccccc2c(-c2c(OC)c(C(=O)OC)cc3ccccc23)c1OC
  -1	i	17	-1	5	14	-5	3	-7	4
[42] C=CC[n+]1ccc2ccccc2c1C
  5	i	19	-2	-5	-7	1	3	1	-3
[43] COc1ccc(N(C)C(=O)c2cn(C)c(=O)c3cc(OC)c(OC)cc23)cc1
  -7	i	13	-2	-1	?	4	-1	7	-5
[44] NS(=O)(=O)c1ccc(CNC(=O)CCSCCC(=O)NCc2ccc(S(N)(=O)=O)cc2)cc1
  3	i	20	-1	1	2	-16	0	3	-5
[45] C=CCC(C(=O)OC)(C(=O)OC)c1ccccc1[N+](=O)[O-]
  -3	i	28	1	4	-1	-6	3	-5	-13
[46] Cn1c(C(=O)NCC2CCCO2)cc2c(=O)n(C)c3ccccc3c21 (centres undefined)
  55*	i	29	0	3	-6	4	-3	10	-9
[47] Cc1ccc(NC2=C(Cl)C(=O)OC2OC(=O)c2ccco2)cc1C (centres undefined)
  1	i	43	0	5	12	18	3	-6	13
[48] COc1ccc(/C(C)=N/OCC(=O)Nc2nc3ccccc3s2)cc1OC
  12	i	21	·	-7	·	12	-1	-1	-4
[49] COc1ccccc1C(=O)C1CCCN(C(=O)c2ccccc2C(C)=O)C1 (centres undefined)
  -7	i	10	·	0	·	23	-1	3	10
[50] CNCc1ccccc1Sc1cccc(O)c1
  -5	i	21	-1	-3	-6	1	2	4	-4

Continuation.
Under each structure – DYRK1A inh	PolyA inhibitor	AI-2 QS mod	GSK3A inh	HSP90 refold inh	HDAC3 inh	HSF-1 act	GSK3beta inhib	Platelet DG rel	HSF1 inhib
[51] CC1CCN(S(=O)(=O)c2ccc(NC(=O)CN3CCCCCC3)cc2)CC1
  3	i	20	-3	1	5	-1	2	-3	-4
[52] CC1CCN(CCCn2c(=S)[nH]c3c(sc4ccccc43)c2=O)CC1
  8	i	-8	-3	1	7	22	0	-2	5
[53] CCN(CC)C(=O)c1cnn(-c2ccccc2)c1NC(=O)c1ccco1
  -1	i	18	-2	2	1	39	-3	1	5
[54] O=C(NC1CCCCC1)C1CCCN1S(=O)(=O)c1cccc2nsnc12 (centres undefined)
  -2	i	28	6	1	-2	54*	0	1	8
[55] CCCCN1Cc2c(nc3cc(-c4ccccc4)[nH]n3c2=O)C1=O
  2	i	50	-2	-1	-90	15	1	8	-1
[56] Cn1c(=O)c2c(nc(NCc3ccco3)n2Cc2ccccc2Cl)n(C)c1=O
  7	i	12	0	0	-7	-11	-1	3	-14
[57] CCOC(=O)c1cnc(-n2cc(C)cn2)nc1Nc1ccccc1OC
  -5	i	13	1	3	1	-4	0	-8	-4
[58] CC(C)c1ccc2oc(=O)cc(CN3CCN(Cc4ccccc4)CC3)c2c1
  -4	i	11	0	2	4	4	-2	4	2

The list is partial, so the mix of outcomes need not match the whole.
